APJ ag – agonists of human apelin receptor APJ, primary screen, CHO-K1 cells, PathHunter beta-arrestin, luminescence; activation, % at 20 µM; 0% DMSO wells, 100% apelin; AID 2520, 2010; 0.11% of 330,000 active; P35414;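 active means activation more than six SD over the plate average, tested at 20 µM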;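 further: 0% = DMSO alone and 100% = apelin-13 at 10 nM; some results filed as inactive read as strong as hits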
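Incubation: overnight seeding, 90 min compound at 25 °C, 1 h detection; test system: PathHunter CHO-K1 APJ (AGTRL-1) beta-arrestin reporter cells; amount: 1000 cells/well; doses: one dose, 20 µM compound, 1% DMSO; measured by: beta-gal luminescence; measure: agonist-driven arrestin binding to APJ; benchmarks: negative DMSO alone, positive Apelin-13 at 10 nM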
Mdm2-MdmX inh – inhibitors of human Mdm2-MdmX association, primary screen, cell-based, luminescence, split luciferase, SaOS-2, uHTS. Protein Mdm4 (Homo sapiens) + E3 ubiquitin-protein ligase Mdm2 (Homo sapiens), …. 3% of 330,000 active. inhibition, % at 8 µM. SaOS-2 split-luciferase Mdm2/MdmX complementation;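 active means inhibition of at least 50% at 8 µM in the primary screen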
Target sequence (O15151 whole entry, looked up): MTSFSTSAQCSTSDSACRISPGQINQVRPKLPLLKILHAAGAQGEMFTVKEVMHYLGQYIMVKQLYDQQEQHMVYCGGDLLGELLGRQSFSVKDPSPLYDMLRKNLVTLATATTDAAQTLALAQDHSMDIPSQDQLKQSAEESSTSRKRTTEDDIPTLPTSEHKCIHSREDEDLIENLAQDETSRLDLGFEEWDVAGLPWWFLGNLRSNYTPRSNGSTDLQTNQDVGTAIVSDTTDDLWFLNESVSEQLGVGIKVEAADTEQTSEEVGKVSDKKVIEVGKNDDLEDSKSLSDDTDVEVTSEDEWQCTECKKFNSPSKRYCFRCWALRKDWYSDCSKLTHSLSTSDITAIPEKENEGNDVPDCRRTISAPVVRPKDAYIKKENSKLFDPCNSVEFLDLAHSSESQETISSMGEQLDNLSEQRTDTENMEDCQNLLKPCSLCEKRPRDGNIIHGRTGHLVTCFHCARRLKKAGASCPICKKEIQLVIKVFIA
Target sequence (Q00987 whole entry, looked up): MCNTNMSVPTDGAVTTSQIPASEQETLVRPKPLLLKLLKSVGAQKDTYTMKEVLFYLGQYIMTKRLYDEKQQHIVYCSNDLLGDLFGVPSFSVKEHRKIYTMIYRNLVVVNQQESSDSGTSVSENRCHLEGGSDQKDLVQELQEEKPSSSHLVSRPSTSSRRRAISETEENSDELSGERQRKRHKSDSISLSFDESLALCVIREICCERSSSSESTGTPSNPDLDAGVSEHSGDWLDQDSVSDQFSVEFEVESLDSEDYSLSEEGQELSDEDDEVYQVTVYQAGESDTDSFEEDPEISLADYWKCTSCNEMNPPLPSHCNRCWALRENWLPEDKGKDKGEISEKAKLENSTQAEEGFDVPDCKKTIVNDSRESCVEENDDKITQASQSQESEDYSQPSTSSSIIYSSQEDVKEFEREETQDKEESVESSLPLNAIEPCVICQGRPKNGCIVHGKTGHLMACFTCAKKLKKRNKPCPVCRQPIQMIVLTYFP
APJ antagonist – antagonists of human apelin receptor APJ, primary screen, CHO-K1 cells, beta-arrestin complementation, luminescence; AID 2521, 2010; 0.32% of 330,000 active; inhibition, % at 20 µM; P35414;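 active means inhibition above about 40% at 20 µM, limit read from the data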;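 further: cells challenged with 10 nM apelin-13 agonist together with compound; plate controls were apelin-13 plus DMSO wells for no effect and DMSO wells lacking apelin-13 for full effect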
CHOP UPR activ – activators of apoptotic CHOP UPR arm, primary screen, cell-based, CHO-CHOP luciferase reporter, luminescence, uHTS. UPR activation; percent of tunicamycin response over DMSO baseline. activation, % at 10 µM. 0.34% of 330,000 active. AID 449763, 2010;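 active means at 10 µM dose, activation of 40% or more, normalized to positive control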;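 further: 100% = tunicamycin at 10 µg/mL and 0% = DMSO alone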
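Evaluation: % reporter activation, DMSO baseline versus tunicamycin full activation; System: CHO-CHOP luciferase reporter cell line; Input: 500 cells/well; Incubation: 6 h compound treatment, 37 °C; Measured by: Steady-Glo luciferase luminescence; Dosing: one dose, 10 µM in 0.5% DMSO; Buffer or medium: F12 medium, 10% FBS; Benchmarks: positive tunicamycin 10 µg/mL, negative DMSO alone.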
tim10-1 inh – growth inhibitors of tim10-1 mutant yeast, primary screen, luminescence, uHTS; inhibition, % at 20 µM; S. cerevisiae tim10-1 ts strain growth, BacTiter-Glo, 24 h; 2.2% of 330,000 active; AID 463190, 2010;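 active means inhibition of at least 40%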;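 further: mutant grown at 25 °C; 0% = DMSO wells with yeast and 100% = wells holding no yeast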
tim23-1 inh – growth inhibitors of tim23-1 mutant yeast, primary screen, luminescence, uHTS. S. cerevisiae tim23-1 growth, BacTiter-Glo luminescence, 24 h. inhibition, % at 20 µM. 1.3% of 330,000 active. AID 463212, 2010;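 active means growth inhibition of the mutant yeast at or above 50%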;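 further: temperature-sensitive mutant grown at 25 °C; plate controls were DMSO-treated mutant yeast for no effect and medium wells lacking yeast for full effect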
CXCR6 block – CXCR6 receptor inhibitors, primary screen, cell-based, beta-arrestin, luminescence, CHO-K1 PathHunter, 1536-well; 0.36% of 360,000 active; AID 602244, 2012; C-X-C chemokine receptor type 6 (Homo sapiens), O00574; inhibition, % at 20 µM; in the data active means inhibition above about 34%, passing the limit was not always enough;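 further: antagonist mode with CXCL16 agonist at 10 nM final; 0% = 10 nM CXCL16 with DMSO and 100% = unstimulated wells without agonist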
TIM10 inh – growth inhibitors of isogenic TIM10 control yeast, primary screen, counter-screen for tim10-1 yeast inhibitor project, luminescence, uHTS; S. cerevisiae TIM10 strain growth, BacTiter-Glo luminescence, 24 h; inhibition, % at 10 µM; 1.4% of 330,000 active; AID 463195, 2010;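 active means inhibition of 40% or more at the single tested concentration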;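 further: wild-type TIM10 isogenic control strain grown at permissive 25 °C; 0% = DMSO yeast wells and 100% = minimal medium wells without yeast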
UPR XBP1 act – activators of adaptive XBP1 UPR arm, primary screen, cell-based, CHO-XBP1 luciferase reporter, luminescence, uHTS. activation, % at 20 µM. 0.33% of 330,000 active. IRE1-XBP1 UPR activation; percent of tunicamycin response, DMSO as zero;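 active means versus positive control, 20 µM dose yields 30% or more activation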;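 further: 100% = tunicamycin at 10 µg/mL and 0% = DMSO only wells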
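Assay system: IRE1-XBP1 luciferase reporter CHO line. Input: 1000 cells/well. Buffer or medium: F12 with 10% serum. Doses: 20 µM, 1% DMSO. Times: overnight seeding at 37 °C, 6 h compound treatment at 37 °C. Technique: Steady-Glo luciferase glow luminescence, 10 min after reagent addition.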
* = called active by the depositor. This is a subset; rates above refer to the full screens.

Cc1cc(NC(=O)CSc2nc3c(cc2C#N)CCCCC3)no1 was read as APJ ag 0, Mdm2-MdmX inh -70, APJ antagonist -12, CHOP UPR activ 7.0, tim10-1 inh -46, tim23-1 inh -20, CXCR6 block 5, TIM10 inh -21 and UPR XBP1 act 10.
COC(=O)c1cc2sc(Cl)cc2n1CC(=O)NCC1CCCO1 (stereo not given) was read as APJ ag 3, Mdm2-MdmX inh 18, APJ antagonist 9, CHOP UPR activ 0.9, tim10-1 inh 7, tim23-1 inh 13, CXCR6 block 0, TIM10 inh -7 and UPR XBP1 act -2.
Screening O=C(Nc1sc2c(c1C(=O)NCC1CCCO1)CCCC2)c1cccs1 (stereo not given) returned APJ ag -7, Mdm2-MdmX inh 16, APJ antagonist 11, CHOP UPR activ -2.2, tim10-1 inh -5, tim23-1 inh 23, CXCR6 block 10, TIM10 inh -1 and UPR XBP1 act 0.
Cc1ccc(CNc2oc(-c3ccco3)nc2C#N)cc1 was read as APJ ag 9, Mdm2-MdmX inh -20, APJ antagonist -18, CHOP UPR activ 2.6, tim10-1 inh 12, tim23-1 inh 33, CXCR6 block -9, TIM10 inh 11 and UPR XBP1 act 0.
For Cc1coc2c(C)c3oc(=O)c(CCC(=O)N[C@@H](C)C(=O)N[C@@H](Cc4ccccc4)C(=O)O)c(C)c3cc12 the results were APJ ag -2, Mdm2-MdmX inh 23, APJ antagonist 7, CHOP UPR activ -1.8, tim10-1 inh 9, tim23-1 inh -4, CXCR6 block 3, TIM10 inh 5 and UPR XBP1 act -2.
For CCOC(=O)C1=C(C)C(c2ccc(OC)cc2)NC(=O)N1 (stereo not given) the results were APJ ag 0, Mdm2-MdmX inh -6, APJ antagonist -17, CHOP UPR activ -0.4, tim10-1 inh 0, tim23-1 inh 0, CXCR6 block -6, TIM10 inh -2 and UPR XBP1 act 1.
Cc1c(C(=O)NC(=S)Nc2ccc3c4c(cccc24)CC3)cccc1[N+](=O)[O-] was read as APJ ag -3, Mdm2-MdmX inh 34, APJ antagonist 4, CHOP UPR activ -1.9, tim10-1 inh 4, tim23-1 inh 7, CXCR6 block 28, TIM10 inh -26 and UPR XBP1 act 2.
For O=C(CN1CCOCC1)N1CCN(S(=O)(=O)c2ccccc2)C1c1ccccc1 (stereo not given) the results were APJ ag -2, Mdm2-MdmX inh 20, APJ antagonist 4, CHOP UPR activ -3.0, tim10-1 inh 19, tim23-1 inh 8, CXCR6 block -1, TIM10 inh -1 and UPR XBP1 act 0.
Screening COc1ccc(-c2csc3ncnc(N4CCN(c5ccccc5[N+](=O)[O-])CC4)c23)cc1 returned APJ ag 1, Mdm2-MdmX inh 38, APJ antagonist 13, CHOP UPR activ 0.8, tim10-1 inh 16, tim23-1 inh 17, CXCR6 block 6, TIM10 inh 8 and UPR XBP1 act -2.
`CCn1c(SCC(=O)OC(C)C)nnc1-c1ccccc1` gave APJ ag -2, Mdm2-MdmX inh 18, APJ antagonist 1, CHOP UPR activ 0.1, tim10-1 inh 20, tim23-1 inh 15, CXCR6 block 8, TIM10 inh 14 and UPR XBP1 act 1.
`O=C(Nc1ccccc1)N1CCN(C2c3ccccc3-c3ccccc32)CC1` gave APJ ag 3, Mdm2-MdmX inh 18, APJ antagonist 0, CHOP UPR activ 0.1, tim10-1 inh -1, tim23-1 inh 11, CXCR6 block -9, TIM10 inh 20 and UPR XBP1 act -5.
O=C(CCn1cnc2ccccc21)N/N=C/C=C/c1ccccc1 was read as APJ ag 1, Mdm2-MdmX inh 22, APJ antagonist 6, CHOP UPR activ -0.3, tim10-1 inh 19, tim23-1 inh 16, CXCR6 block -4, TIM10 inh 20 and UPR XBP1 act -1.
COc1cc2c(cc1OC)C(C(=O)NCc1cccnc1)C(c1cccnc1)N(C)C2=O (stereo not given) was read as APJ ag -1, Mdm2-MdmX inh -1, APJ antagonist 6, CHOP UPR activ 1.2, tim10-1 inh 16, tim23-1 inh 16, CXCR6 block 2, TIM10 inh 20 and UPR XBP1 act 1.
`CC(C)(C)C(=O)Nc1ccc(/C=C/C(=O)c2ccco2)cc1` gave APJ ag -5, Mdm2-MdmX inh -47, APJ antagonist -10, CHOP UPR activ 2.0, tim10-1 inh 38, tim23-1 inh 51*, CXCR6 block 6, TIM10 inh 37 and UPR XBP1 act -9.
For COc1ccc(NC(=S)N(CCN(C)C)C(C)c2ccco2)cc1Cl (stereo not given) the results were APJ ag -3, Mdm2-MdmX inh 27, APJ antagonist 3, CHOP UPR activ -0.4, tim10-1 inh 16, tim23-1 inh 9, CXCR6 block 4, TIM10 inh 11 and UPR XBP1 act -3.
Screening CC1(C)C([N+](=O)[O-])C(c2ccc(Cl)cc2)NC(c2ccc(Cl)cc2)C1[N+](=O)[O-] (stereo not given) returned APJ ag -3, Mdm2-MdmX inh 9, APJ antagonist 9, CHOP UPR activ 3.2, tim10-1 inh 37, tim23-1 inh 30, CXCR6 block 4, TIM10 inh 42* and UPR XBP1 act -2.
For CC1(c2ccc3ccccc3c2)NC(=O)NC1=O (stereo not given) the results were APJ ag -2, Mdm2-MdmX inh -3, APJ antagonist -7, CHOP UPR activ 0.3, tim10-1 inh 7, tim23-1 inh 11, CXCR6 block 7, TIM10 inh -3 and UPR XBP1 act -6.
For Cc1cccc(-c2noc(CCCC(=O)NC3CCCCC3)n2)c1 the results were APJ ag 0, Mdm2-MdmX inh 26, APJ antagonist 15, CHOP UPR activ 0.2, tim10-1 inh -11, tim23-1 inh 15, CXCR6 block 2, TIM10 inh 5 and UPR XBP1 act -1.
COc1ccc(CCN=C(NS(=O)(=O)c2ccccc2)c2ccccc2)cc1OC was read as APJ ag -2, Mdm2-MdmX inh 12, APJ antagonist -8, CHOP UPR activ -1.8, tim10-1 inh 9, tim23-1 inh 6, CXCR6 block 5, TIM10 inh -7 and UPR XBP1 act -1.
Screening CCN(CC)S(=O)(=O)c1ccc(Cl)c(C(=O)Nc2cc(C)nn2-c2ccccc2)c1 returned APJ ag 2, Mdm2-MdmX inh 38, APJ antagonist -7, CHOP UPR activ -0.1, tim10-1 inh 6, tim23-1 inh -8, CXCR6 block 7, TIM10 inh -2 and UPR XBP1 act -3.

The list goes on, overlapping the part above by two compounds.
COc1ccc(CCN=C(NS(=O)(=O)c2ccccc2)c2ccccc2)cc1OC was read as APJ ag -2, Mdm2-MdmX inh 12, APJ antagonist -8, CHOP UPR activ -1.8, tim10-1 inh 9, tim23-1 inh 6, CXCR6 block 5, TIM10 inh -7 and UPR XBP1 act -1.
Screening CCN(CC)S(=O)(=O)c1ccc(Cl)c(C(=O)Nc2cc(C)nn2-c2ccccc2)c1 returned APJ ag 2, Mdm2-MdmX inh 38, APJ antagonist -7, CHOP UPR activ -0.1, tim10-1 inh 6, tim23-1 inh -8, CXCR6 block 7, TIM10 inh -2 and UPR XBP1 act -3.
`COc1cnc(-c2ccccn2)nc1Sc1ccc(C)cc1` gave APJ ag -1, Mdm2-MdmX inh 43, APJ antagonist 16, CHOP UPR activ 37, tim10-1 inh 44*, tim23-1 inh 35, CXCR6 block 15, TIM10 inh 27 and UPR XBP1 act 20.
COc1ccc(-c2cc(C(=O)N3CCCCCC3)no2)cc1 was read as APJ ag 2, Mdm2-MdmX inh -97, APJ antagonist 11, CHOP UPR activ 5.7, tim10-1 inh -1, tim23-1 inh 23, CXCR6 block 8, TIM10 inh -6 and UPR XBP1 act -8.
`c1ccc([C@H]2CC3C[C@@H](c4ccccc4)N2O3)cc1` gave APJ ag 1, Mdm2-MdmX inh 11, APJ antagonist 8, CHOP UPR activ -1.6, tim10-1 inh -6, tim23-1 inh -2, CXCR6 block -2, TIM10 inh -2 and UPR XBP1 act 0.
O=C(NNC(=O)c1ccccc1OCc1ccc(F)cc1)c1ccncc1 was read as APJ ag 6, Mdm2-MdmX inh 19, APJ antagonist 0, CHOP UPR activ -1.3, tim10-1 inh 8, tim23-1 inh 3, CXCR6 block 2, TIM10 inh 13 and UPR XBP1 act 2.
CCC(C)NC(=O)c1c(C)cc(=O)oc1C (stereo not given) was read as APJ ag -2, Mdm2-MdmX inh 9, APJ antagonist -21, CHOP UPR activ -0.3, tim10-1 inh -1, tim23-1 inh 5, CXCR6 block 5, TIM10 inh 1 and UPR XBP1 act -4.
`NC(=O)[C@@H]1CCCN1Cc1nc(Cc2cccc(C(F)(F)F)c2)no1` gave APJ ag -4, Mdm2-MdmX inh 20, APJ antagonist 8, CHOP UPR activ -1.2, tim10-1 inh 10, tim23-1 inh 42, CXCR6 block 1, TIM10 inh 8 and UPR XBP1 act -1.
Screening CCCCNC(=S)N(CCO)Cc1cc2cc3c(cc2[nH]c1=O)OCCO3 returned APJ ag -1, Mdm2-MdmX inh -8, APJ antagonist 15, CHOP UPR activ 0.3, tim10-1 inh 12, tim23-1 inh 10, CXCR6 block 1, TIM10 inh 0 and UPR XBP1 act -2.
`OCC1CCCN(c2ncnc3scc(-c4ccccc4)c23)C1` (stereo not given) gave APJ ag -2, Mdm2-MdmX inh 14, APJ antagonist -12, CHOP UPR activ 0.9, tim10-1 inh -2, tim23-1 inh 32, CXCR6 block 4, TIM10 inh -7 and UPR XBP1 act -3.
`O=c1oc2ccccc2c2[nH]ccc12` gave APJ ag 1, Mdm2-MdmX inh 13, APJ antagonist -9, CHOP UPR activ 0.5, tim10-1 inh -8, tim23-1 inh -3, CXCR6 block 0, TIM10 inh 12 and UPR XBP1 act -3.
CCOC(=O)c1cc(-c2ccccc2)sc1NC(=O)C(C)Sc1nnc(C)s1 (stereo not given) was read as APJ ag -5, Mdm2-MdmX inh 43, APJ antagonist 11, CHOP UPR activ -1.6, tim10-1 inh 14, tim23-1 inh 14, CXCR6 block 7, TIM10 inh 3 and UPR XBP1 act -1.
Screening O=C(COC(=O)/C=C/c1ccc([N+](=O)[O-])cc1)NC(=O)NC1CCCCC1 returned APJ ag 0, Mdm2-MdmX inh 0, APJ antagonist -7, CHOP UPR activ 1.2, tim10-1 inh 5, tim23-1 inh 14, CXCR6 block -9, TIM10 inh 2 and UPR XBP1 act 0.
Screening CC(C)(C)C(=O)N=C1SC2CS(=O)(=O)CC2N1c1ccc2c(c1)OCO2 (stereo not given) returned APJ ag -3, Mdm2-MdmX inh 2, APJ antagonist -10, CHOP UPR activ -0.3, tim10-1 inh 14, tim23-1 inh -2, CXCR6 block -6, TIM10 inh -26 and UPR XBP1 act -1.
Screening O=C(Oc1cccc(OC(=O)N2CCCCC2)c1)N1CCCCC1 returned APJ ag 1, Mdm2-MdmX inh 23, APJ antagonist -3, CHOP UPR activ 0.0, tim10-1 inh 15, tim23-1 inh 33, CXCR6 block -3, TIM10 inh 12 and UPR XBP1 act 1.
